Screening data as filed in PubChem BioAssay.
T cell HTS = modulators of CD8 T cell-vesicle binding, primary screen, mouse 2C CD8+ T cells, flow cytometry. 2C CD8+ T cell-vesicle binding; hits give low values. calls only at 7 µM. 330,000 compounds, 0.068% hits;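 active = response, share of CD8 T cells binding vesicles, and their 90th percentile fluorescence all below set limits, cut at about 80% in these data, passing the limit was not always enough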
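Test system: purified 2C TCR transgenic mouse naive CD8+ T cells. Probe or stimulus: QL9-peptide-loaded Drosophila micro-vesicles bearing Ld, ICAM-1 and B7-1. Incubation: binding step 1.5 h, 37 °C, antibody labelling 20 min, ice. Measured by: flow cytometry of vesicle-bound cells.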
RSV antiviral HEp-2 = RSV antiviral activity via CPE protection, HEp-2 cells, primary 10 µM value included (AID 2391); 310,000 compounds, 0.13% hits; CPE inhibition, % at 10 µM; hits with a dose series show IC50 in µM; HEp-2 cells, RSV-induced CPE inhibition; higher % means a stronger effect; in the data active = a potency from the dose series; inconclusive = CPE inhibition mostly from about 23% at the one dose, without a potency; inactive = the rest, 99 in 100 with CPE inhibition below about 21%; also: strong numbers were not always called active
NTR1 ag = agonists of NTR1, primary screen, imaging, U2OS cells, beta-arrestin-GFP, high content (AID 493036) | 330,000 compounds, 0.17% hits | NTR1-U2OS beta-arrestin-GFP spot imaging, agonist mode | Neurotensin receptor type 1 (Homo sapiens), P30989 | activation, % at 20 µM;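 active = activation at or above 40% of the spot to cytoplasm intensity ratio, with at least 20 cells analyzed; inconclusive = wells under 20 cells, flagged as cytotoxic or low count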;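 also: 0% = DMSO without peptide and 100% = 100 nM NTR1 peptide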
Target sequence (P30989 whole entry, looked up): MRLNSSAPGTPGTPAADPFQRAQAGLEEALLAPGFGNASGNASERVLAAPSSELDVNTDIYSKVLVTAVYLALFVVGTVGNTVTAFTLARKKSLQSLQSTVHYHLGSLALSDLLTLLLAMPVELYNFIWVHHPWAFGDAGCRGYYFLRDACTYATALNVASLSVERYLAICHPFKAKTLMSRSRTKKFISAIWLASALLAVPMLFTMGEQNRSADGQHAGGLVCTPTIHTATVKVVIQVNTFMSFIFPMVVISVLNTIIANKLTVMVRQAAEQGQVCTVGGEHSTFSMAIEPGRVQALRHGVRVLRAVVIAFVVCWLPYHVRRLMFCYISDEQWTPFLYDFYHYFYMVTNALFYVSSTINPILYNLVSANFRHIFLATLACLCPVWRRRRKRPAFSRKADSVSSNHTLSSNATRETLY
SV40 large T antigen = SV40 large T antigen inhibitors, biochemical (AID 1903); SV40 large T antigen ATPase/helicase inhibition assay; higher % means a stronger effect; inhibition, % at 20 µM; hits with a dose series show IC50 in µM; 310,000 compounds, 0.39% hits; in the data active = a potency from the dose series; inconclusive = inhibition mostly from about 32% at the one dose, without a potency; inactive = the rest, 99 in 100 with inhibition below about 32%; also: strong numbers were not always called active
Dengue-2 NS5 capping = Dengue-2 NS5 methyltransferase inhibitors, primary screen, biochemical, confirmation dose response (AID 588689). inhibition, % at 25 µM; hits with a dose series show IC50 in µM. 340,000 compounds, 0.3% hits. Dengue-2 NS5 methyltransferase capping enzyme assay, biochemical; higher % means a stronger effect. Genome polyprotein (Dengue virus type 2 (strain 16681-PDK53)); in the data active = a potency from the dose series; inconclusive = inhibition above about 29% without an active follow-up result
West Nile virus CPE = West Nile virus antiviral activity, cell-based, CPE readout (AID 1621). West Nile virus-infected cells, CPE inhibition; higher % means a stronger effect. one-dose CPE inhibition, % at 10 µM; IC50 in µM for titrated hits. 290,000 compounds, 0.02% hits; in the data active = a potency from the dose series; inconclusive = CPE inhibition mostly from about 3.7% at the one dose, without a potency; inactive = the rest, 99 in 100 with CPE inhibition below about 2.2%; also: strong numbers were not always called active
UTI89 phage lysis = inhibition of K1F phage lysis, E. coli UTI89, bacterial capsule biogenesis inhibitors, alamar blue (AID 488966); E. coli UTI89 K1F phage lysis, alamar blue, 2 h; higher % means a stronger effect; one-dose inhibition, % at 100 µM; IC50 in µM for titrated hits; 340,000 compounds, 0.02% hits;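 active = phage lysis inhibition, versus mean bacterial control, above a set limit; inconclusive = no clear call, values can overlap the other calls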;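 also: capsule biogenesis inhibitors block K1F phage lysis so surviving cells raise fluorescence; higher fluorescence means more inhibition of phage lysis; actives were called in the ten point dose series up to 300 µM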
Salmonella PhoP GFP = inhibitors of PhoP regulon expression, primary screen, Salmonella Typhimurium, GFP reporter (AID 1863) | 300,000 compounds, 0.16% hits | one-dose inhibition, % at 50 µM; IC50 in µM for titrated hits | S. Typhimurium PhoP-regulated promoter GFP reporter, 4 h; higher % means a stronger effect;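 active = inhibition over 29.93%, a cutoff 3 SD above the screen mean, later confirmed by dose response; inconclusive = inhibition over 29.93% but no dose response follow-up; inactive = inhibition at most 29.93% or unconfirmed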;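 also: 0% = low Mg2+ inducing control and 100% = high Mg2+ repressing control; strong numbers were not always called active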
Rac1 GTP hydrolysis = MgcRacGAP GTPase-activating activity inhibitors, confirmation, biochemical, ADP Hunter fluorescence; inhibition, % at 30 µM, or IC50 in µM where a hit was titrated; AID 624330, 2012; MgcRacGAP-stimulated Rac1 GTP hydrolysis, ADP Hunter fluorescence; higher % means a stronger effect; GST-tagged Rac1 F28L mutant substrate; Rac GTPase-activating protein 1 (Homo sapiens); 340,000 compounds, 0.6% hits;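 active = first-screen hits whose inhibition reached a set limit at any dose in the follow-up dose series; inconclusive = inhibition above the set first-screen limit but never retested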;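 also: fluorescence reports GDP produced by GAP-driven GTP hydrolysis; strong numbers were not always called active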
T cell HTS vesicle-bound % = recorded beside T cell HTS, whose call it bears; double positive events, %; measured here: CD8+ vesicle-bound cell fraction;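 binding gate set so that unloaded-vesicle control wells show 10% double positive cells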
NTR1 ag cell count 20 µM = recorded beside NTR1 ag, whose call it bears; cell count; measured here: cell count, cytotoxicity flag
Dengue-2 NS5 capping pilot replicate = second read-out of Dengue-2 NS5 capping, no call of its own (marks repeat the call); inhibition, %; measured here: pilot screen replicate inhibition
Numbers without * were called inactive; i = inactive; ? = inconclusive; . = not tested or not shown; [ ] = another dose, or the depositor's remark. No enrichment for hits; about 1.5% have a hit in one of these screens.

SMILES | T cell HTS | T cell HTS vesicle-bound % | RSV antiviral HEp-2 | NTR1 ag | NTR1 ag cell count 20 µM | SV40 large T antigen | Dengue-2 NS5 capping | West Nile virus CPE | UTI89 phage lysis | Salmonella PhoP GFP | Rac1 GTP hydrolysis | others
COCC(C)NC(=O)c1cc(-c2ccc(OC)c(OC)c2)on1 (stereo not given) | i | 12 | 1.1% | -0.4 | 81 | 4% | -1% | 0.9% | 0.9% | 0% | 9%
Cc1cc(C(F)F)n2ncc(C(=O)NCc3ccccc3F)c2n1 | i | 57 | 3.8% | 1.8 | 77 | 5% | 7% | -0.6% | 1.9%[50 µM] | 5% | -6%
COc1ccccc1NC(=O)Oc1cccc(OC(=O)c2ccccc2)c1 | i | 47 | 0.7% | 0.2 | 40 | 5% | -15% | -0.1% | 0.1% | -4% | 1%
COc1ccc(-n2ccnc2SCC(=O)NC2CCCC2)cc1 | i | 55 | 0.2% | 1.4 | 71 | . | 1% | . | 1.1%[50 µM] | . | 7%
Cc1ccc(CC(=O)Nc2cc([N+](=O)[O-])ccc2F)cc1 | i | 31 | 0.7% | -0.5 | 73 | 5% | -2% | -0.1% | -0.1% | 8% | 9%
C[C@H](NC(=O)c1cc2c(cn1)[nH]c1ccccc12)C(=O)O | i | 19 | 1.6% | 0.2 | 85 | 9% | -10% | -0.4% | 0.6%[50 µM] | 13% | 31%
CC(=O)Nc1ccc(NC2=Nc3ccccc3N3C2=Nc2c(c(C)nn2-c2ccccc2)C3c2ccccc2)cc1 (stereo not given) | i | 26 | ? | 4.3 | 57 | 2% | ? | ? | 2.8% | -10% | 5%
CCCCn1c(=O)cc(O)c2ccccc21 | i | 33 | 2.1% | 0.9 | 84 | 4% | -1% | 1.1% | -0.1% | 5% | 4%
CC(C)(C)c1ccccc1OCC(=O)Nc1ncn[nH]1 | i | 21 | 3.0% | -0.1 | 91 | 2% | -4% | 0.8% | -0.3% | -1% | 10%
CCN(CC)C(=O)N1CCN(S(=O)(=O)c2ccc(C)cc2)CC1 | . | . | -0.3% | 0.0 | 51 | 13% | -6% | . | 4.6% | -1% | 6%
CCOCCCNC(=O)CN1CCN(Cc2ccccc2C)C1=O | i | 28 | 1.2% | 12 | 60 | -1% | -3% | 0.3% | 0.3% | 8% | 10%
NC(=O)C1(N2CCCCC2)CCN(Cc2nc(-c3cccs3)no2)CC1 | i | 30 | -1.6% | 0.2 | 57 | 25% | -6% | -1.0% | 0.1% | -6% | 13%
COC(=O)C1=C(O)/C(=C\c2sccc2C)N=C1C | i | 35 | 3.8% | 2.0 | 78 | 10% | -3% | 0.4% | 1.2%[50 µM] | 5% | 11%
O=C(O)c1cccc(Nc2ccc3nonc3c2[N+](=O)[O-])c1 | i | 53 | 0.3% | 1.5 | 63 | 11% | 2% | -0.7% | 0.5% | 2% | 11%
N/C(=N\OC(=O)c1cccc(F)c1)c1ccccc1 | i | 37 | 1.2% | 2.8 | 60 | 0% | -6% | . | -0.5% | 1% | 1%
COc1ccc(S(=O)(=O)N2CCN(Cc3ccc(OC)c(OC)c3)CC2)cc1 | i | 55 | 0.7% | 1.3 | 79 | 6% | -14% | -1.5% | -1.6% | -5% | -1%
COc1ccc(CCNc2cc(C)nc3c(-c4ccccc4OC)cnn23)cc1OC | i | 44 | 12% | 2.6 | 89 | 0% | 1% | -0.8% | -0.3% | 9% | -2%
Cn1cc(Br)c(C(=O)NNC(=O)Cc2ccc(Cl)cc2)n1 | i | 18 | 0.5% | -0.7 | 46 | -2% | -14% | -0.5% | -0.1% | -1% | 3%
Cc1cc([N+](=O)[O-])c(C)cc1-c1ccc(/C=N/NC(=O)c2cccnc2)o1 | i | 29 | 3.6% | 4.5 | 50 | -8% | 33% | -0.3% | -0.1% | -3% | 10%
CN(Cc1ccco1)C(=O)c1ccc(CNS(=O)(=O)c2ccc3c(c2)C(C)(C)C(=O)N3C)cc1 | i | 44 | 1.4% | 3.6 | 47 | . | -2% | -0.5% | 0.6% | . | 12%
S=C(NCCC1=CCCCC1)NCc1ccco1 | i | 24 | -1.4% | 1.1 | 43 | 10% | -18% | -0.5% | 0.1% | -4% | 14%
CCOc1ccc(CCN2CN(C3CCCCC3)CNC2=S)cc1OCC | i | 29 | 0.7% | -0.3 | 59 | 9% | -6% | -0.3% | -0.6% | 1% | 9%
Cc1cc(C(=O)OCC(=O)Nc2ccccc2C(F)(F)F)on1 | i | 48 | . | 0.1 | 54 | . | -5% | . | 1.6% | . | -1%
CCn1c(SC(C)C(=O)NCC2CCCO2)nc2ccccc21 (stereo not given) | i | 1 | 0.5% | 2.7 | 88 | . | -3% | . | 0.7%[50 µM] | . | -2%
c1cc2c(nn1)CCc1nonc1-2 | i | 50 | 1.0% | 0.9 | 66 | 19% | . | 0.2% | 0.0% | 1% | 2%

Of the compounds above, these contain fluorine.
SMILES | T cell HTS | T cell HTS vesicle-bound % | RSV antiviral HEp-2 | NTR1 ag | NTR1 ag cell count 20 µM | SV40 large T antigen | Dengue-2 NS5 capping | West Nile virus CPE | UTI89 phage lysis | Salmonella PhoP GFP | Rac1 GTP hydrolysis | others
Cc1cc(C(F)F)n2ncc(C(=O)NCc3ccccc3F)c2n1 | i | 57 | 3.8% | 1.8 | 77 | 5% | 7% | -0.6% | 1.9%[50 µM] | 5% | -6%
Cc1ccc(CC(=O)Nc2cc([N+](=O)[O-])ccc2F)cc1 | i | 31 | 0.7% | -0.5 | 73 | 5% | -2% | -0.1% | -0.1% | 8% | 9%
N/C(=N\OC(=O)c1cccc(F)c1)c1ccccc1 | i | 37 | 1.2% | 2.8 | 60 | 0% | -6% | . | -0.5% | 1% | 1%
Cc1cc(C(=O)OCC(=O)Nc2ccccc2C(F)(F)F)on1 | i | 48 | . | 0.1 | 54 | . | -5% | . | 1.6% | . | -1%

Further entries:
SMILES | T cell HTS | T cell HTS vesicle-bound % | RSV antiviral HEp-2 | NTR1 ag | NTR1 ag cell count 20 µM | SV40 large T antigen | Dengue-2 NS5 capping | West Nile virus CPE | UTI89 phage lysis | Salmonella PhoP GFP | Rac1 GTP hydrolysis | others
COc1ccc(NC(=O)N(C)C[C@H]2Oc3c(NC(=O)Nc4ccccc4)cccc3C(=O)N([C@H](C)CO)C[C@@H]2C)cc1 | i | 23 | . | 4.7 | 63 | . | -58% | . | 0.7% | . | 3%
CCOc1ccccc1NC(=O)Cc1coc2ccc(C)cc12 | i | 62 | 12% | 2.4 | 66 | 11% | 0% | -0.4% | 0.0% | -2% | 6%
CCCCC(=O)N=c1sc2cc(S(C)(=O)=O)ccc2n1C | i | 48 | 0.7% | -0.6 | 69 | 5% | -3% | . | -0.3%[50 µM] | -7% | 0%
CCOC(=O)N1CCN(S(=O)(=O)CCNC(=O)c2ccc(OC)cc2)CC1 | i | 49 | -0.6% | -0.9 | 61 | 14% | -2% | . | 1.4%[50 µM] | 5% | 5%
Cc1cc(O)c2c(CN3CCN(Cc4ccccc4)CC3)cc(=O)oc2c1 | i | 42 | ? | -0.4 | 97 | 18% | -6% | -1.9% | -0.1% | 1% | 7%
S=c1[nH]cnc2sc(Nc3ccccc3)nc12 | i | 14 | 0.7% | . | . | 17% | -11% | -0.1% | -0.6%[50 µM] | -6% | 5%
C=CCNC(=S)NN=C1CCCCCCC1 | i | 24 | -0.7% | -2.2 | 50 | 4% | -7% | -0.5% | 0.3% | -9% | 3%
O=C1C=CN2CCCCC2CC1 (stereo not given) | i | 6 | . | -1.6 | 69 | . | 10% | . | 0.1% | . | 8% | Dengue-2 NS5 capping pilot replicate=6.7
COc1cccc(NC(=O)CSc2nc3ccsc3c(=O)n2-c2ccc(C(=O)O)cc2)c1 | i | 53 | 2.5% | -0.8 | 35 | -3% | -2% | 0.4% | 1.3% | 4% | 4%
O=C(COC(=O)CCSc1ccc(Cl)cc1)NCc1ccco1 | i | 24 | -0.2% | 0.6 | 56 | 25% | -13% | -0.1% | 0.0% | -4% | 0%
N#Cc1ccsc1NC(=O)CN1C(=O)NC2(CCCC2)C1=O | i | 26 | -0.1% | 0.0 | 66 | 13% | 7% | . | -0.7% | -1% | 11%
COCCNC(=O)CSc1nc2ccccc2c(=O)n1CCC(=O)NCCc1ccc(OC)c(OC)c1 | i | 30 | 1.7% | 2.0 | 50 | 4% | -1% | -0.6% | 0.3% | -1% | 1%
CCOC(=O)c1sc(NC(=O)c2ccccc2)cc1C | i | 33 | 0.4% | 2.5 | 63 | 8% | -4% | 0.8% | 0.1% | 4% | -3%
CCC1(C)NC(=O)N(CC(=O)Nc2sc3c(c2C(=O)OC)CCCCC3)C1=O (stereo not given) | i | 61 | 5.4% | 1.3 | 89 | 13% | -5% | -0.3% | -0.2% | -7% | 10%
COc1ccc(CN2CCN(Cc3cccc4nonc34)CC2CCO)c(C)c1C (stereo not given) | i | 26 | 0.2% | -0.6 | 70 | 5% | 1% | -0.9% | 0.3% | 7% | 7%
O=C(NCCCSc1ccccc1)c1cc(Br)ccc1O | i | 10 | 13% | 1.7 | 54 | 30% | -1% | -1.1% | 0.6% | -1% | 9%
CC1(C)CC2C1CCC1(O)CC2(C)CCC1N(O)c1ccc(C(=O)NCCO)cn1 (stereo not given) | i | 28 | -1.1% | 0.0 | 57 | . | -6% | . | -0.4% | . | -2%
CCOc1cc(/C=C/C(=O)O)ccc1OCCOc1ccccc1 | i | 34 | 0.7% | 1.7 | 65 | 5% | 9% | 0.4% | -0.3% | -2% | -1%
CCN(CC)CCCOC(=O)c1ccc(OC)cc1O | i | 14 | 0.6% | -1.7 | 89 | 23% | -2% | -0.1% | 2.3% | -3% | 6%
O=C(Nc1nc(-c2cc(Cl)sc2Cl)cs1)c1cccs1 | i | 44 | -0.6% | 15 | 45 | 10% | 3% | 0.5% | -0.3% | 6% | 4%
